From PubChem BioAssay
D2 antag = antagonists of human D2 dopamine receptor; P14416; HEK293 TREx D2 cells, calcium flux, dopamine EC80; inhibition, % at 10 µM; hit rate 2% among 340,000; AID 485344; in the data active = inhibition above about 30%; note: 0% is about no effect
Target sequence (P14416 whole entry, looked up): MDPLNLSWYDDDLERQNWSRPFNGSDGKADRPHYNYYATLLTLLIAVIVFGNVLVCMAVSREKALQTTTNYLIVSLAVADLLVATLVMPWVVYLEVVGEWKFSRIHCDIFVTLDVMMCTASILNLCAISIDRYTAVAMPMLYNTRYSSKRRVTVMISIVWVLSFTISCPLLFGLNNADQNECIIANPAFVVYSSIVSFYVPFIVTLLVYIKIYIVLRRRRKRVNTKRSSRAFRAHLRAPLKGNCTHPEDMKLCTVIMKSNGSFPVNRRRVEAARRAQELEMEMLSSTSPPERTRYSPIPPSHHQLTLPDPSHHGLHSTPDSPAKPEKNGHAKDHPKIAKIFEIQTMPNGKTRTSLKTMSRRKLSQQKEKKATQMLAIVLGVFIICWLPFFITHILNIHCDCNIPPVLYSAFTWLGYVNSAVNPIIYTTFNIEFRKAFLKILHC
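Dopamine at EC80 is the agonist stimulus; test compounds precede it by 180 s. Calcium flux read kinetically in a force-coupled, inducible HEK293 T-REx D2 cell line.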
D1 antagonist = antagonists of human D1 dopamine receptor; HEK293 TREx D1 cells, calcium flux, dopamine EC80; hits give low values; hit rate 3.2% among 360,000; activity change, negative = inhibition, % at 10 µM; P21728; in the data active = activity change below about -30%; note: % is set by controls: 0 for no effect and ±100 for the full control effect
Target sequence (P21728 whole entry, looked up): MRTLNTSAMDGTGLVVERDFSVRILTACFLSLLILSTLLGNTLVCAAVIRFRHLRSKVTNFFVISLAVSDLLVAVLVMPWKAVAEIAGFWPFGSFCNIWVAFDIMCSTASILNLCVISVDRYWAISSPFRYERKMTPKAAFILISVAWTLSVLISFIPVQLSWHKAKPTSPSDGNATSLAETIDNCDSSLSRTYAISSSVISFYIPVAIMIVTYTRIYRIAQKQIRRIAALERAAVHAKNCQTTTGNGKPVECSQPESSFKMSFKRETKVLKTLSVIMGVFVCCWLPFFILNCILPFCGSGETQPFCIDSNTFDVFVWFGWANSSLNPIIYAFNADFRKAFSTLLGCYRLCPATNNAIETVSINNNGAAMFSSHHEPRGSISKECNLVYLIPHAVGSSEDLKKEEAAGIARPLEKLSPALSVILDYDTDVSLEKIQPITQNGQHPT
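Tetracycline-induced HEK293 Trex D1 cells, force-coupled to calcium, dye-loaded; compounds added and read 180 s, then EC80 dopamine added and calcium flux tracked kinetically another 180 s.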
TRHR enhancer = allosteric enhancers of human TRH receptor. P34981. TRHR cells, fluo-8 calcium fluorescence, EC20 TRH enhancement. enhancement, % at 2 µM. hit rate 0.66% among 360,000. AID 493056; in the data active = enhancement above about 30%; note: 0% is about no effect
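TRHR-expressing cells loaded with fluo-8 calcium dye were read kinetically (ex 480/em 530) during compound addition, then stimulated with an EC20 of TRH (10 nM final). Enhancement of the Gq-mediated intracellular calcium response was scored.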
D1 agonist = activates the human D1 dopamine receptor; P21728; HEK293 T-REx D1 cells, calcium flux, agonist mode; activation, % at 2 µM; hit rate 1% among 360,000; note: 0% is about no effect
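Inducible HEK293 T-REx D1 cells, force-coupled to calcium signalling, were plated at 4000 cells/well with tetracycline and held overnight at 30 C. After no-wash calcium dye loading, compound-evoked calcium rise over 180 s flagged agonists.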
RXFP1 antagonist = antagonists of human relaxin receptor RXFP1; Q9HBX9; HEK293-RXFP1, relaxin-stimulated cAMP HTRF, 30 min; hits give low values; activity change, negative = inhibition, % at 57.5 µM; hit rate 0.59% among 350,000;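 active = activity change of -60% or lower, but not beyond a set lower limit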; note: % is set by controls: 0 for no effect and ±100 for the full control effect
TRHR ag = activates the human TRH receptor | hit rate 0.18% among 360,000 | activation, % at 2 µM | AID 493084 | TRHR cells, calcium flux fluo-8, FDSS agonist mode; note: 0% is about no effect
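Steps: seed TRHR cells overnight; add fluo-8 no-wash Ca dye, RT 30 min–1.5 h; record 10 s baseline; pin-transfer compounds; monitor fluorescence 1 cycle/s for the agonist window. Calcium increases flag candidate agonists.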
D2 potentiator = D2 dopamine receptor (human) potentiation; P14416; HEK293 T-REx D2, calcium flux, EC20 dopamine potentiation; potentiation, % at 10 µM; hit rate 0.34% among 340,000; AID 485347;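 active = potentiation over 3 SD above the plate norm, cut at about 30% in these data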; note: 0% is about no effect
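Potentiation of an EC20 dopamine calcium response is measured in a force-coupled, tetracycline-inducible Hek293 Trex D2 line. Compound-only kinetic reads over 180 s flag agonists before dopamine addition.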
D2 ag = activates the human D2 dopamine receptor | activation, % at 2 µM | HEK293 T-REx D2 cells, calcium flux agonist mode | hit rate 0.53% among 340,000 | AID 485358;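 active = activation over 3 SD above normal in the single-dose calcium agonist read, cut at about 30% in these data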; note: 0% is about no effect
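Tetracycline-induced HEK293 Trex cells with D2 receptor force-coupled to calcium signaling, plated overnight at 30 C and loaded with no-wash calcium dye. Calcium flux read kinetically for 180 s after compound addition; responses flag agonists.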
D1 PAM = potentiators of human D1 dopamine receptor; HEK293 TREx D1 cells, calcium flux, dopamine EC20 potentiation; potentiation, % at 10 µM; hit rate 0.036% among 360,000; AID 504651; in the data active = potentiation above about 30%; note: 0% is about no effect
Numbers without * were called inactive; nt = not tested or not shown. Cut-off read from the data, not from the text of the source, unless noted: active = activation above about 30%; inactive = the rest. Hits appear at their usual frequency; about 7.3% have a hit in one of these screens.

SMILES | D2 antag | D1 antagonist | TRHR enhancer | D1 agonist | RXFP1 antagonist | TRHR ag | D2 potentiator | D2 ag | D1 PAM
CCn1cc(C(=O)NCC2CCCO2)c(=O)c2cc(S(=O)(=O)N3CCCCCC3)ccc21 (configuration not stated) | 9 | -9 | 0 | 0 | -1 | 0.5 | -9 | 0.3 | -5
CCN(CC(=O)NCc1ccc(Cl)cc1)C(=O)CSc1ccc(Br)cc1 | -2 | -19 | -7 | 12 | -39 | -0.4 | 3 | -0.5 | -1
CCc1cccc(CC)c1NC(=O)c1ccc2c(c1)CCN2S(=O)(=O)c1ccccc1 | nt | -3 | 1 | 1 | -2 | 0.1 | 2 | 0.1 | 1
CCOC12NC(=O)CC(=O)N1C(c1ccccc1)=CS2 (configuration not stated) | 15 | -11 | -2 | 3 | -16 | -0.4 | 0 | -1.4 | -2
COc1cc(OC)cc(C(=O)NCC(=O)Nc2ccc(-c3ccccc3)cc2)c1 | 2 | -9 | 0 | 9 | -15 | 0.6 | -9 | -0.9 | -9
CCOC(=O)c1c(C)[nH]c(C)c1-c1ccccc1OC | -5 | -4 | 16 | 0 | 6 | -0.1 | -2 | 0.2 | 1
NC(=O)C1CCN(c2ccc(C(F)(F)F)cn2)CC1 | 12 | 21 | 0 | 1 | -16 | 0.1 | -3 | 0.2 | 0
CCNC(=O)c1cccc(NC(=O)C2CC(=O)N(CCc3ccccc3)C2)c1 (configuration not stated) | -18 | -3 | 22 | -1 | -6 | 0.1 | -19 | -0.3 | 1
CCOC(=O)N1C=CC(C)=C[C@@H]2[C@@H](N3C(=O)c4ccccc4C3=O)C(=O)N21 | -5 | 12 | -5 | -1 | 2 | -0.3 | -3 | -0.1 | -5
O=C(Nc1ccccc1)Nc1csc2ccccc12 | 3 | -22 | -2 | 14 | -28 | -0.3 | -17 | 1.2 | -5
O=C(Nc1ccc2c(c1)OCO2)c1ccc(NC2CC2)c([N+](=O)[O-])c1 | -5 | -24 | 8 | 2 | -1 | -0.8 | 3 | -1.1 | -2
CC(C)(C)OC(=O)N1Cc2ccccc2C[C@H]1C(=O)NCC(=O)NC1CCCC1 | 0 | -4 | -2 | 2 | 12 | -0.2 | -3 | -0.3 | 3
O=C(Nc1ccc(-n2ccnc2P(=O)(O)c2ccccc2)cc1)c1ccccc1Br | -5 | 8 | 0 | 0 | 8 | 0.9 | -13 | 0.5 | -5
CN1C(=O)c2ccccc2C(C(=O)NCCCN2CCCC2=O)C1c1c[nH]c2ccccc12 (configuration not stated) | 16 | -21 | -4 | 1 | -1 | -0.3 | -5 | 0.2 | -3
CCCC(=O)NC(=S)Nc1ccc(S(=O)(=O)Nc2ccc(OCC)cc2)cc1 | -1 | 7 | 13 | 27 | -17 | 2.9 | 26 | 9.1 | -8
C=CCN1C(=O)C(Cc2ccc(OC)cc2)S/C1=N/N=C/c1ccco1 (configuration not stated) | -3 | -8 | -6 | 9 | -15 | 0.8 | 6 | 1.1 | -2
CN1CCN(C(=O)Cn2c(=O)oc3cc(S(=O)(=O)NCc4ccccc4)ccc32)CC1 | -2 | 1 | 5 | 2 | nt | 0.6 | 0 | 0.9 | -2
CCOC(=O)Cc1csc(NC(=O)C2C3C=CC(C3)C2C(=O)O)n1 (configuration not stated) | 21 | 19 | 4 | 1 | -6 | -0.2 | -1 | 1.0 | 8
C=C(Br)CN1CCN(CC(=C)Br)CC1 | -3 | -3 | -3 | 2 | -6 | 1.2 | 0 | 0.2 | -6
COC(=O)c1ccc(SCC(=O)NCc2ccccc2)c([N+](=O)[O-])c1 | 3 | 9 | 0 | 1 | 0 | 0.0 | 5 | 0.5 | -2
CCC1CCCCN1C(=O)CSc1nc2c(c(=O)n1C)SC(C)C2 (configuration not stated) | 8 | -6 | 18 | -1 | -11 | -0.9 | -12 | -1.8 | -1
CC(=O)Nc1cccc(NC(=O)C(=O)c2cn(CC(=O)N3CCCCC3)c3ccccc23)c1 | -1 | 3 | 0 | 3 | -8 | 0.5 | -2 | 0.8 | -3
CC1CC(=O)N(CC(=O)NCc2ccccc2)c2ccccc2S1(=O)=O (configuration not stated) | -1 | -19 | 2 | 4 | -11 | 0.6 | -4 | 0.5 | -10
COc1cccc(C(=O)Nc2nc3ccc(S(=O)(=O)N4CCCC4)cc3s2)c1 | nt | 6 | 5 | 1 | -29 | -0.1 | -5 | 0.6 | 1
Cc1cccn2cc(-c3cccc(S(=O)(=O)N4CCOCC4)c3)nc12 | -13 | 4 | 9 | 1 | -4 | -0.4 | 8 | -0.2 | -4
SMILES | D2 antag | D1 antagonist | TRHR enhancer | D1 agonist | RXFP1 antagonist | TRHR ag | D2 potentiator | D2 ag | D1 PAM
Cc1ccc(C(=O)NCc2n[nH]c(=S)n2-c2ccccc2)cc1[N+](=O)[O-] | 1 | 7 | -1 | 1 | 22 | -1.7 | -3 | -0.2 | -13
Cc1cc2c(cc1S(=O)(=O)N1CCCC1)n(C)c(=O)c(=O)n2C | -15 | 12 | -7 | 2 | nt | -0.1 | -3 | -0.1 | -1
Cc1ccc(-c2nn(CC(=O)NCc3ccccn3)c(=O)c3ccccc23)cc1S(=O)(=O)N(C)C | 4 | -10 | -5 | 5 | -5 | -0.6 | -7 | -1.5 | -1
CCOC(=O)N1CCN(C(=O)COC(=O)C2CCN(S(=O)(=O)c3ccc(C)c(C)c3)CC2)CC1 | -17 | -18 | -2 | 3 | -5 | 1.1 | 4 | 0.2 | -7
Cc1ccccc1CCNCc1c(C(=O)O)c(C)n(Cc2c(F)cccc2Cl)c1C | nt | 8 | -6 | -2 | -10 | -0.5 | -3 | 0.2 | -2
COc1ccc(S(=O)(=O)NCC2CCC(C(=O)NCc3ccc(F)cc3)CC2)cc1 (configuration not stated) | -25 | -4 | 9 | 5 | 3 | -0.4 | 9 | 1.3 | -7
COc1ccccc1-c1noc(CSc2nc(N)cc(=O)[nH]2)n1 | 11 | 12 | -8 | 6 | -9 | -2.6 | 18 | -0.7 | -7
COc1ccc(N2CCN(C(=O)c3cc4c(=O)n(Cc5cccnc5)ccc4nc3C)CC2)cc1 | nt | 10 | 4 | 0 | -9 | 0.7 | 2 | 1.4 | -4
CC(C)C[C@H](NC(=O)[C@H]1N2C(=O)c3ccccc3C2SC1(C)C)C(=O)N[C@@H](Cc1ccccc1)C(=O)O (some centres not stated) | -1 | 13 | 1 | 4 | nt | 0.0 | 5 | 0.1 | -1
COc1ccc(CCn2c3c(c(=O)[nH]c2=O)C(NC(=O)c2ccc(C(C)(C)C)cc2)(C(F)(F)F)C(=O)N3)cc1OC (configuration not stated) | nt | -3 | 0 | -1 | -5 | 0.5 | -4 | 0.8 | -2
CCc1nnc(SCC(=O)NC2CC2)n1CC | -1 | 1 | 3 | 0 | 6 | 0.3 | -7 | 0.5 | 1
COc1ccc2c(c1)c(=O)oc1cc(OCC(=O)N3CCCC(C)C3)ccc12 (configuration not stated) | 0 | -13 | 1 | 1 | -12 | -1.6 | 11 | -1.6 | -3
COC(=O)C1=C(N)Oc2cc(C)[nH]c(=O)c2C1c1cccnc1 (configuration not stated) | nt | -4 | -9 | 2 | 0 | 3.4 | nt | nt | -9
O=C(Nc1ccc(OC(F)(F)F)cc1)c1[nH]ncc1[N+](=O)[O-] | -9 | 1 | 2 | 19 | 1 | -1.6 | -7 | 0.0 | -13
CCOC(=O)c1nnc2c(-c3ccc(OC)cc3)c(C)nn2c1N | nt | -3 | 1 | 1 | nt | -4.3 | 1 | -1.4 | 3
COc1ccccc1-c1cn[nH]c1-c1ccc(OCc2ccccc2F)cc1O | -30 | -9 | -4 | 7 | -26 | -0.1 | 8 | 0.9 | 0
CN(C)CCOCCOc1ccc(Cl)cc1Br | 19 | -16 | 2 | 6 | -5 | 1.3 | -31 | 0.5 | -8
CN1C(=S)SC(C)(C)C1N(O)C(=O)Nc1ccc(Cl)cc1 (configuration not stated) | 3 | -14 | -12 | 15 | 4 | 1.9 | 11 | 2.1 | -2
COc1cccc(NC(=O)CN(C)C(=O)c2c(C)nn(Cc3ccc(C)cc3)c2Cl)c1 | -13 | -1 | -2 | 2 | -6 | -0.4 | -2 | 0.1 | -4
CCOc1ccccc1OCCCOc1ccc(C)cc1Br | -7 | 5 | 2 | 3 | -1 | 0.3 | 7 | -0.1 | 3
Cc1ccc(-n2nc3c(=O)n(CC(=O)NCc4cccs4)nc(C)c3c2C)cc1 | 8 | -9 | -2 | 2 | 11 | -0.7 | 2 | -0.5 | -10
COc1cc(NC(=O)c2cc(C(C)C)on2)cc(OC)c1OC | 1 | 10 | 6 | 2 | -5 | -0.4 | -17 | -0.2 | -2
COc1ccc(C2c3[nH]c4ccccc4c3C[C@H]3C(=O)N(c4ccccc4C(=O)NCCN4CCOCC4)C(=O)N23)cc1 (some centres not stated) | -2 | 7 | 0 | 1 | nt | -0.2 | -7 | 0.6 | -3
COc1ccc(C(=O)NCC(=O)OCc2ccc(Br)cc2)cc1 | 21 | -3 | 0 | 1 | 4 | -2.0 | 2 | -1.3 | 2
Cc1ccc(/C=C/C(=O)N2CC(C)CC(C)C2)o1 (configuration not stated) | -6 | 0 | -6 | 1 | -20 | -0.9 | 0 | 0.1 | 5
Cc1ccc(Cl)cc1NC(=O)CCCn1c(=O)c2cccn2c2ccccc21 | nt | 9 | -1 | -2 | -25 | -0.4 | -6 | 0.0 | -4
CNc1nc2c(N)ncnc2n1[C@H]1O[C@@H](CO)[C@H](O)[C@@H]1O | -9 | -2 | 10 | 4 | 8 | -0.6 | 21 | 0.9 | 4
CCCCOc1ccc(C(=O)OCC(=O)Nc2cc(C)on2)cc1 | 7 | 2 | 1 | 1 | -13 | 1.8 | -2 | 2.9 | 6
CC(C)Cn1c(N)c(C(=O)CCl)c(=O)n(C)c1=O | 4 | 4 | 7 | 1 | nt | 0.9 | 4 | -0.3 | -4
COc1ccccc1NC(=S)N1CCN(c2ccccn2)CC1 | nt | -1 | 8 | 3 | 7 | -0.5 | nt | nt | -5

Entries of single compounds, looked up by structure:
COc1ccc2c(c1)c(=O)oc1cc(OCC(=O)N3CCCC(C)C3)ccc12 (configuration not stated) in the list: D2 antag = 0; D1 antagonist = -13; TRHR enhancer = 1; D1 agonist = 1; RXFP1 antagonist = -12; TRHR ag = -1.6; D2 potentiator = 11; D2 ag = -1.6; D1 PAM = -3
Cc1cc2c(cc1S(=O)(=O)N1CCCC1)n(C)c(=O)c(=O)n2C in the list: D2 antag = -15; D1 antagonist = 12; TRHR enhancer = -7; D1 agonist = 2; RXFP1 antagonist = nt; TRHR ag = -0.1; D2 potentiator = -3; D2 ag = -0.1; D1 PAM = -1

Two successive records out of the list so far, for reference:
SMILES | D2 antag | D1 antagonist | TRHR enhancer | D1 agonist | RXFP1 antagonist | TRHR ag | D2 potentiator | D2 ag | D1 PAM
COc1ccc2c(c1)c(=O)oc1cc(OCC(=O)N3CCCC(C)C3)ccc12 (configuration not stated) | 0 | -13 | 1 | 1 | -12 | -1.6 | 11 | -1.6 | -3
COC(=O)C1=C(N)Oc2cc(C)[nH]c(=O)c2C1c1cccnc1 (configuration not stated) | nt | -4 | -9 | 2 | 0 | 3.4 | nt | nt | -9
